# Akt phos inh – Akt phosphorylation inhibition | Neuro2A IGF-stimulated pAkt S473 HTRF, 20 min; active compounds read low | activity change, % for hits at 50 µM | 0.32% of 360,000 active; in the data active = activity change below about -80%; inconclusive = mostly about -51% to -80%; also: % is scaled to controls: 0 for no effect and ±100 for the full control effect
#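 Single-point screen (50 µM final compound) in Neuro2A cells stimulated 20 min with 6 nM IGF at 37 deg C. After lysis, Ser473-phosphorylated Akt read by HTRF (ex 330 nm, em 615/665 nm) as the 665/615 ratio.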
# GLP1R inv ag – acts as inverse agonist at human GLP-1 receptor; HEK293 GLP-1R CRE-luciferase, luminescence, 24 h; GLP-1R form is constitutively active; Potency, µM (highest dose often 38.3 µM), for inactives: top-dose activity change, negative = inhibition, most hits filed as inhibitors; 1.6% of 410,000 active; AID 624417; also: potency is read from the fitted curve at half-maximal effect; % is scaled to controls: 0 for no effect and ±100 for the full control effect; nearly all actives have a fitted effect of over 55% in size
# Target sequence (P43220 whole entry, looked up): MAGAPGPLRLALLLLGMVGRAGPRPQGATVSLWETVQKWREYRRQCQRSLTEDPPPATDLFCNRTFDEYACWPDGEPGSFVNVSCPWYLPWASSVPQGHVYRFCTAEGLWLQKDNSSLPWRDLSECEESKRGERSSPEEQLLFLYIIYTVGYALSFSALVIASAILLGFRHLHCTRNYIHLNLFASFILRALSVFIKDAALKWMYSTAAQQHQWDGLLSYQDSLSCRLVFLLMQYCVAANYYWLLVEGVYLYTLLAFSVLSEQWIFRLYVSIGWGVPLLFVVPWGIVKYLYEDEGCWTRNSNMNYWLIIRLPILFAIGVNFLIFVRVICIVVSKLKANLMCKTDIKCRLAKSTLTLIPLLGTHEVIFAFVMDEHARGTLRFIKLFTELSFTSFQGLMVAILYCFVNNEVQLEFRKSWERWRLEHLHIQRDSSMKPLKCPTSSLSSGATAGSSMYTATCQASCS
#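 Readout was luciferase luminescence, measured 12 min after detection reagent at room temperature. Beforehand, GLP-1R reporter HEK293 cells had sat 12 h, then received compounds for 24 hr at 37 deg C.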
# TDP43 rescue – rescues yeast growth from TDP-43 toxicity; TDP-43 expressing yeast growth rescue, BacTiter-Glo, 24 h; Potency, µM (top dose mostly 46.1 µM), for inactives: at the highest dose growth rescue (activation), actives largely listed as activators; 1.8% of 410,000 active; AID 652104; also: potency is read from the fitted curve at half-maximal effect; % of control where 0% means no effect; nearly all actives have a fitted effect of over 50% in size
#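 Cell-based yeast growth screen: TDP-43 expression induced in galactose, inoculum OD600=0.02 after raffinose pregrowth to mid-log. Read-out BacTiter-Glo luminescence at 24 hr, 30 deg C; inhibition of toxicity seen as signal increase.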
# MmCpn inh – inhibitors of Methanococcus maripaludis chaperonin (MmCpn). 0.031% of 330,000 active. purified Mm-Cpn ATPase, ADP Transcreener TR-FRET. Potency, µM (doses to about 76.9 µM), for inactives: at the top dose activity, negative = inhibition, hits mostly inhibitors; also: potency is read from the fitted curve at half-maximal effect; % is scaled to controls: 0 for no effect and ±100 for the full control effect; nearly all actives have a fitted effect of over 80% in size
#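 Reaction buffer contained 30 mM Tris pH 7.4, 100 mM KCl, 5 mM MgCl2 and 1 mM DTT. Mm-CPN (25 nM final) hydrolysed 10 uM ATP over 30 min at 37°C; ADP was read by HTRF.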
# FUS yeast rescue – rescues growth of FUS-expressing yeast | S. cerevisiae FUS-expressing, growth rescue, OD600, 24 h | AID 1347120 | Potency, µM (doses to about 76.6 µM), inactives show at the top dose growth rescue (activation), usual class: activators | 0.24% of 390,000 active;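 also: potency is read from the fitted curve at half-maximal effect; plate controls were DMSO vehicle for no effect and reference control for full effect; nearly all actives have a fitted effect of over 55% in size; some results filed as inactive show a strong effect at the top dose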
#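 Yeast expressing FUS under galactose induction, OD 0.005 in 2% galactose medium; compounds in a dilution series, 24 h at 30C. Growth rescue by absorbance at 600 nm; CP55940 positive control, DMSO negative.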
# GLP1R cytotox – cytotoxicity counter-screen for GLP-1 receptor inverse agonists. HEK293 cAMP-luciferase reporter cells, luminescence, 24 h. Potency, µM (series often up to 38.3 µM), inactives show at the highest dose activity change, negative = inhibition, most hits filed as inhibitors. 0.13% of 410,000 active;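 also: loss of luciferase light is scored as toxicity; potency is read from the fitted curve at half-maximal effect; % is scaled to controls: 0 for no effect and ±100 for the full control effect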
#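 Seeding density was 200 cells/uL; after overnight-length (12 h) culture, 23 nL compounds went on for 24 h at 37 °C. Readout used a luciferase detection reagent, luminescence taken after 12 min at room temperature.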
# PTHR1 agonist – agonists of human PTHR1 parathyroid hormone receptor; Q03431; HEK293 GP2 PTHR1 cells, GloSensor cAMP luminescence, 1 h; Potency, µM (titrated, usually from 115 µM), for the others: at the top dose activation, hits mostly activators; 0.075% of 410,000 active; AID 743266; also: potency is read from the fitted curve at half-maximal effect; nearly all actives have a fitted effect of over 55% in size; some results filed as inactive show a strong effect at the top dose; inactives centre near -15; many of its hits are not listed in these tables
# Target sequence (Q03431 whole entry, looked up): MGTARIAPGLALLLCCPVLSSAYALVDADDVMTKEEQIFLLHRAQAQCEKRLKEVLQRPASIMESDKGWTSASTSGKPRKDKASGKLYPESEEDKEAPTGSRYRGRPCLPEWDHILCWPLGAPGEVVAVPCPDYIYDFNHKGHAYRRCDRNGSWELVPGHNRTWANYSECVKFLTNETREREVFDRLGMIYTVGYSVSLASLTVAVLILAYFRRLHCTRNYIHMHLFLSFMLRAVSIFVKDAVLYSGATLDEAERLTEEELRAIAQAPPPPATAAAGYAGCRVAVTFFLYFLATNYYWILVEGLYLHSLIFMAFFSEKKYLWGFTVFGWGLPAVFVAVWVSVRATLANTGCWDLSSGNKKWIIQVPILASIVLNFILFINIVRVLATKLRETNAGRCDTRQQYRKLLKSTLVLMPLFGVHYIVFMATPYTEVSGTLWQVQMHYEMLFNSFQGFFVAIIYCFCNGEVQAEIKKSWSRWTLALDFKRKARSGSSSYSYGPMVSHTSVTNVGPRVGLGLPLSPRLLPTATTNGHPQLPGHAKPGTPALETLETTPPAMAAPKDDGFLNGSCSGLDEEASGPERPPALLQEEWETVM
#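 HEK-293-derived GP2 cells expressing PTHR1 and a GloSensor cAMP reporter, 3,000/well, plated overnight, given luciferin plus IBMX (each 0.5 mM as added) for 1 h at 37 °C, then compound for 1 h at 37 °C. Luminescence was read after 15 min at room temperature.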
# aSyn rescue – inhibitors of alpha-synuclein toxicity in yeast. Yeast expressing alpha-synuclein, growth rescue, BacTiter-Glo, 24 h. Potency, µM (series often up to 46.1 µM), for the others: at the highest dose growth rescue (activation), actives largely listed as activators. 0.14% of 370,000 active. AID 652106; also: potency is read from the fitted curve at half-maximal effect; % of control where 0% means no effect; nearly all actives have a fitted effect of over 65% in size
#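 Rescue of yeast growth: cells expressing toxic alpha-synuclein, induced in galactose at OD600 0.02, incubated with compound 24 h at 30 C. ATP luminescence quantified growth; inhibitors of toxicity appear as activators.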
# Abeta yeast res – compounds reversing amyloid beta toxicity in yeast; yeast expressing A-beta42, growth rescue, OD600, 48 h; response scale: 0% DMSO, 100% iron-clioquinol control; Potency, µM (series often up to 46.1 µM), for the others: at the top dose growth rescue, hits mostly activators; 0.063% of 410,000 active; also: potency is read from the fitted curve at half-maximal effect; nearly all actives have a fitted effect of over 55% in size
#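 Growth rescue measured by 600 nm absorbance after 48 h yeast culture at 30 C with compound. Values normalized between DMSO and an equimolar ferric chloride plus clioquinol control.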
# * hit, by the source's call; i = inactive; ? = inconclusive; · = not tested or not shown; [ ] = remark or other dose. Unless noted, calls follow the shape of the dose curve; as a rule, active = well fitted curve in the direction sought with a large enough effect; inconclusive = small, poorly fitted or top-dose-only effect, or another doubt; inactive = no such curve, though single readings can be large; an effect the other way counts as inactive or inconclusive. A portion of the library. The share of hits here may be higher or lower than overall.
SMILES,Akt phos inh,GLP1R inv ag,TDP43 rescue,MmCpn inh,FUS yeast rescue,GLP1R cytotox,PTHR1 agonist,aSyn rescue,Abeta yeast res
CCCC(=O)Nc1ccc(C(=O)n2ccc(C)n2)cc1,i,9%[7.66 µM],15%,-1%,7%,7%[7.66 µM],-1%,4%,7%
CN(C)CCNC(=O)c1cc2sc3ccccc3c2s1,i,3.2µM*,-9%,-5%,11%,?,i,2%,-3%
COc1ccc(CNC(=O)C(C)OC(=O)c2cccc(N(C)C)c2)cc1 (stereo not given),i,-16%,0%,-3%,19%,?,-26%,3%[1.84 µM],3%
Cc1ccc(/C=C/S(=O)(=O)N2CCC(C(=O)O)CC2)cc1,i,-10%,12%,0%,?,61%[activator],-1%[57.5 µM],0%,0%
COC(=O)c1c(N)n(-c2ccc(OC)c(Cl)c2)c2nc3ccccc3nc12,·,6%,3%,·,-9%,-3%,i,-2%,-14%
CC1CCN(CCOc2ccc(C(=O)c3ccccc3)cc2)CC1,i,?,-11%,0%,4%,13%,-16%,1%,-3%
Cc1ccc(-n2c(=O)c3c4c(sc3n(CC(=O)C(C)(C)C)c2=O)CCCCC4)cc1C,·,-16%,?,·,-17%,-19%,-24%,·,17%
O=C(CN1C(=O)C2(SCC(=O)N2c2cccc(Cl)c2)c2ccccc21)NCCc1ccccc1 (stereo not given),·,?,5%,·,-1%,-8%,-38%[inhibitor],?,-10%
Cc1ccc(C2=CC(c3ccccc3)n3ncnc3N2)c(C)c1 (stereo not given),i,3%,?,·,2%,11%,i,10%,?
Nc1n[nH]c(CO)n1,i,-7%,2%,1%,-35%,-15%,i,3%,5%
COc1ccc(/C=N/NC(=O)c2ccc(Cn3cc([N+](=O)[O-])cn3)o2)cc1O,i,7%,5%,-2%,2%,5%,-16%,-1%,7%
Cc1ccc(CNC(=O)c2ccccc2SCC(=O)NCC2CCCCC2)cc1,i,?,7%,0%,·,-9%,i,-16%,0%
COc1ccc(CNC(=O)CSc2nc3ccccc3nc2Cc2ccccc2)cc1,·,-13%,8%,·,-2%,17%,-36%[inhibitor],1%,-6%
FC(F)(F)c1cnc(/C=C/Nc2ccccc2Cl)c(Cl)c1,i,5%,-10%,1%,11%,6%,i,1%,-2%
COc1ccc(C(=O)C2CCCN(Cc3ccc4nonc4c3)C2)cc1OC (stereo not given),i,3%,1%,-2%,8%,2%,-13%,1%,1%
Cc1ccc(-c2nc3nc(C)cc(N4CCN(c5cccc(C)c5)C(C)C4)n3n2)cc1 (stereo not given),·,9%,-4%,·,-22%,15%,?,·,-9%
CNC(=O)C1CC(=O)N(c2ccc(OCC(=O)Nc3ccc(OC)cc3)cc2)C1 (stereo not given),i,10%,-6%,0%,-12%,5%,-16%,-5%,-21%
CC(=O)N1CCN(CC(=O)Nc2ccc(C)c(F)c2)CC1,i,2%,12%,1%,3%,3%,i,-1%,15%
CC12COC3(C(=O)Nc4ccc(F)cc4)CC1CCC32C (stereo not given),i,?,-16%,2%,·,-9%,i,1%,4%
CCOC(=O)NC(=O)CSc1nc(C)cc(C)c1C#N,i,?,16µM*,-1%,-3%,33%[activator],i,2%,22%

# Quoted from the listing:
# Result of COC(=O)c1c(N)n(-c2ccc(OC)c(Cl)c2)c2nc3ccccc3nc12 in aSyn rescue: -2%
# Result of Cc1ccc(-n2c(=O)c3c4c(sc3n(CC(=O)C(C)(C)C)c2=O)CCCCC4)cc1C in GLP1R inv ag: -16%

# Following part.
SMILES,Akt phos inh,GLP1R inv ag,TDP43 rescue,MmCpn inh,FUS yeast rescue,GLP1R cytotox,PTHR1 agonist,aSyn rescue,Abeta yeast res
Cc1ccc2cccc(NC(=O)c3ccc(-c4cccc(Cl)c4)o3)c2n1,·,5%,20%,·,-23%,7%,-20%,·,-13%
CN(C(=O)c1ccccn1)c1nnc(-c2cccnc2)s1,i,13%,17%,0%,3%,3%,i,7%,3%
C#CCOCCOCCOCCNc1nc(N2CCN(C(=O)CCCCCCCCCCNC(=O)[C@H](CO)n3cc(CCCSC)nn3)CC2)nc(N2CCN(C(=O)CCCCCCCCCCNC(=O)[C@H](CCCN=C(N)N)n3cc(C[C@@H](C)CC)nn3)CC2)n1,i,?,-8%,3%,8.9µM*,-30%,11%,-32%[inhibitor],5%
CC(C)NC(=O)COc1ccc(/C=N/NS(=O)(=O)c2ccccc2)cc1,i,-1%,-13%,1%,-6%,1%,i,-5%,-12%
COC(=O)c1ccc(C(=O)OC)c(NC(=S)N2CCCC(CO)C2)c1 (stereo not given),i,1%,-6%,-2%,14%,3%,-3%,-3%,6%
COc1ccc(Oc2coc3cc(O)ccc3c2=O)cc1,i,33%[activator],3%,-1%,-16%,1%,-10%,1%,-5%
CCN(C(=O)CSc1nc2nc(C)cc(C)n2n1)c1cccc(C)c1,i,65%[activator],-6%,2%,0%,1%,i,?,-8%
COc1ccc(/C=N/NC(=O)c2cnccn2)cc1O,i,2%,10%,-1%,·,10%,-17%,0%,-3%
S=C(Nc1cccc2ccccc12)Nc1cccc2ccccc12,i,?,1%,·,7%,-19%,-10%,11%,8%
CC1(C)Cc2c(sc(NC(=O)Cc3ccccc3)c2C#N)C(C)(C)N1,i,-15%,9%,·,-9%,-5%,i,3%,3%
COc1ccc(C(=O)N(c2c(C)cccc2C)C(COC(C)=O)COC(C)=O)cc1,i,22%,26%,·,8%,4%,-14%,9%,1%
COc1ccc(-c2csc(C(C)(O)c3cccc(F)c3)n2)cc1OC (stereo not given),i,13%,35µM*,·,3%,0%,-16%,-1%,0%
Cc1ccc(C2N(C)C(=O)c3ccccc3N2C)cc1 (stereo not given),i,?,0%,-1%,-2%,-10%,i,4%,-3%
Cc1ccc(-c2nc(C=Nc3ccc(O)cc3)c(O)o2)cc1,i,?,2%,-3%,?,-14%,-31%[inhibitor],-10%,13%
CC(C)C(C)NC(=O)COc1ccc(Sc2ccc(OCC(=O)NC(C)C(C)C)cc2)cc1 (stereo not given),i,-4%,-15%,1%,·,7%,-96%[inhibitor],5%,-1%
Cc1ccc(C2=NN(C(=O)CCC(=O)O)C(c3cccs3)C2)cc1 (stereo not given),i,22%,-25%,2%,7%,-2%,-13%,0%,-7%
O=C(CC1N=C2c3ccccc3N=C(SCc3cccc(Cl)c3)N2C1=O)NCc1ccc2c(c1)OCO2 (stereo not given),·,?,?,·,?,?,i,·,6%
Cc1ccc(-c2csc(NC(=O)C[n+]3cc(-c4ccccc4)n4c3CCC4)n2)cc1,i,?,-30%[inhibitor],-2%,55%,-30%,-17%,-9%,-20%
CC1CC1C(=O)OCC(=O)Nc1ccc(N=Nc2ccccc2)cc1 (stereo not given),i,?,20%,-7%,-13%,-27%,-7%,0%,18%
COc1ccccc1NS(=O)(=O)c1ccc(O)c(C(=O)OCC(=O)Nc2ccccc2F)c1,i,15%,3%[0.397 µM],0%,29%,-3%,-31%[inhibitor],2%,7%

# Part of the list above, reduced to Abeta yeast res and GLP1R cytotox.
smiles | Abeta yeast res | GLP1R cytotox
COc1ccc(CNC(=O)C(C)OC(=O)c2cccc(N(C)C)c2)cc1 (stereo not given) | 3% | ?
Cc1ccc(/C=C/S(=O)(=O)N2CCC(C(=O)O)CC2)cc1 | 0% | 61%[activator]
COC(=O)c1c(N)n(-c2ccc(OC)c(Cl)c2)c2nc3ccccc3nc12 | -14% | -3%
CC1CCN(CCOc2ccc(C(=O)c3ccccc3)cc2)CC1 | -3% | 13%
Cc1ccc(-n2c(=O)c3c4c(sc3n(CC(=O)C(C)(C)C)c2=O)CCCCC4)cc1C | 17% | -19%

# Continued:
SMILES,Akt phos inh,GLP1R inv ag,TDP43 rescue,MmCpn inh,FUS yeast rescue,GLP1R cytotox,PTHR1 agonist,aSyn rescue,Abeta yeast res
COc1ccccc1C(=O)n1nc(-c2ccco2)nc1NCc1ccc(Cl)cc1,·,6%,14%,·,15%,6%,i,·,5%
CCC(=O)c1ccc(N2CCN(C(=O)c3ccccc3)CC2)c(F)c1,i,-18%,18%,2%,-1%,5%,-37%[inhibitor],9%,10%
O=C(OCC(=O)N(CCc1ccccc1)Cc1ccccc1)c1ccccc1NCCO,i,10µM*,?,-1%,?,-13%,-6%,7%,17%
FC(F)(F)c1nnc(-c2ccccc2)nc1Oc1ccccc1,i,0%,28%,0%,6%,-2%,i,-4%,7%
C[C@H](CO)N1C[C@H](C)[C@H](CN(C)C(=O)Nc2ccc(-c3cccs3)cc2)OCc2cnnn2CCCC1=O,i,4%,?,·,10%,2%,-18%,3%,-1%
CCCCn1c(-c2nonc2N)nc2ccccc21,i,-6%,?,-1%,6%,4%,-11%,2%,-3%
Cc1cc(C(=O)NC(C)c2ccc3c(c2)OCO3)cs1 (stereo not given),i,-13%,12%,2%,13%,-1%,-1%,-1%,-1%
CC12CC3CC(C)(C1)CC(CN)(C3)C2,·,?,6%,0%,-15%,2%,i,5%,30%
CCCCN1C(=O)C(CC(=O)NCCCN(C)C)CC(C(=O)N(C(C)C)C(C)C)=C1C (stereo not given),i,27%,0%,·,-4%,-1%,i,-4%,-6%
CC1(C(=O)NS(=O)(=O)c2cccc(C#N)c2)CCN1C(=O)c1ccccc1CCc1ccccc1 (stereo not given),i,-16%,15%,·,-1%,6%,i,-6%,3%
COc1cc(Cl)c(C)cc1NC(=O)c1cn(CC(C)C)c(=O)c2cc(OC)c(OC)cc12,·,4%,0%,·,-30%,4%,i,·,0%
CSc1nc2c(c(=O)[nH]c(=O)n2C)n1Cc1ccccc1,i,73%[activator],26%,2%,8%,-2%,i,3%,-8%

# High-throughput results (PubChem)
